# Source: PubChem BioAssay
# Cneo AK release – Cryptococcus neoformans lysis via adenylate kinase release | C. neoformans lysis, adenylate kinase release luminescence, 4 h; normalised: neutral wells 0, clomiphene wells 100 | lysis activity, % at 15 µM | AID 651654 | hit rate 0.2% among 360,000;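 active = mean lysis activity across replicates of at least 80%, whatever share of replicates individually reach that level; inactive = mean lysis activity below 80%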
#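 Material: C. neoformans cells | Amount: Yeast cell density of 5 × 10^6 cells/mL | Medium: Fresh YPD growth medium | Dosing: Single dose | Times: Static 4 h at 37 °C with compound, 1 h detection | Detection: AK luminescence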
# LGR2 inh – blocks bursicon-induced cAMP signaling via Drosophila LGR2. HEK293 LGR2, CRE-luciferase, bursicon-stimulated, 4 h. inhibition, % at 9.99 µM. hit rate 0.35% among 380,000. AID 720647;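 active = drop in luminescence signal, shown as inhibition above about 50% in the replicate tests, limit read from the data, passing the limit was not always enough; inconclusive = probably only some replicates passing the limit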;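 note: agonist challenge used bursicon conditioned medium at about half maximal strength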
# CASP6 VEID inh – inhibitors of human caspase-6. hit rate 0.53% among 350,000. inhibition, % at 12.5 µM. purified caspase-6, Z-VEID-R110 cleavage fluorescence. P55212;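 active = mean inhibition across replicates at least about 35%, with every replicate also reaching that limit, limit read from the data; inconclusive = only one of the two criteria met; inactive = neither criterion met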;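 note: 0% = median of neutral control wells and 100% = no fluorescence left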
# Target sequence (P55212 24-179 limits assumed): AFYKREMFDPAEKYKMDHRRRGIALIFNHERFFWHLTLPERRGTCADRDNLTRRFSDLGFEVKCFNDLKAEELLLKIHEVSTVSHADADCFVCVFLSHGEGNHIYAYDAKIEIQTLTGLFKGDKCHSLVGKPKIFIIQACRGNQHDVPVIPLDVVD
# Target sequence (P55212 194-293 limits assumed): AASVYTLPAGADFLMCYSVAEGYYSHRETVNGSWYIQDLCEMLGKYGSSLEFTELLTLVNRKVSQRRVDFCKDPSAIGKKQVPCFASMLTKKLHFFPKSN
# FN deposit inh – fibronectin deposition inhibition. AH1F fibroblasts, Alexa488-fibronectin deposition fluorescence, overnight. inhibition, % at 12.6 µM. hit rate 0.086% among 350,000;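 active = mean inhibition across replicates of 30% or more, regardless of how many single replicates reach that level; inconclusive = mean under 30% yet at least half of replicates reach 30%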;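 note: positive control wells lacked labelled fibronectin entirely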
#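 Material: AH1F fibroblast monolayer depositing Alexa488-labelled fibronectin into matrix / Amount: 10000 AH1F cells per well / Signal: fluorescence 485/525 nm / Medium: DMEM, 2% serum / Compound: single dose, pinned / Incubation: 1 h cell adhesion before compound, then overnight fibronectin incubation / Reagent: Alexa488-FN, 24 nM final / Read-out: inhibition of fibronectin deposition signal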
# PGC1a acetyl inh – PGC1a acetylation modulation, inhibitor mode; hit rate 0.17% among 350,000; inhibition, % at 15.6 µM; U2OS PGC1a acetylation, AlphaScreen anti-acetyl-lysine; with virally co-expressed GCN5 acetyltransferase;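 active = every replicate shows inhibition of at least 40%; inconclusive = mean inhibition at least 40% but some replicate below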;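 note: 0% = neutral control wells and 100% = positive control wells; some results beyond the cut were filed as inactive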
# EWS-Fli block – blocks EWS/Fli oncoprotein-driven transcription; A673 NR0B1-luciferase reporter, viability-normalised; inhibition, % at 12.6 µM; hit rate 0.67% among 350,000; AID 651661;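 active = mean inhibition of at least 50% after viability correction, with every replicate also passing that limit; inconclusive = mean reaches 50% but only one of two replicates passes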;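 note: firefly luciferase signal divided by Alamar Blue viability fluorescence both relative to DMSO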
# PAX8 reporter – inhibitors of PAX8 transcriptional activity in RMG-I cells; hit rate 1.2% among 360,000; inhibition, % at 12.6 µM; RMG-I TPO-luciferase reporter, SteadyGlo, 24 h;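 active = mean replicate inhibition at least 60% with every replicate also reaching 60%; inconclusive = only one of the two criteria is met; inactive = mean below 60% and not all replicates reaching 60%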;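 note: luciferase light reporting Pax8 driven TPO promoter activity; plate controls were median of neutral control wells for no effect and mitoxantrone controls for full effect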
# miR-122 sensor – inhibitors of miR-122 in Huh7 cells | Huh7 miR-122 Renilla luciferase sensor, 48 h; neutral wells = 0, positive control = 100 | hit rate 0.3% among 340,000 | AID 602342 | activation (reporter increase), % at 12.5 µM;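 active = mean replicate activation score at least 90 and every replicate individually at or above 90; inconclusive = only one of the two criteria met; inactive = neither criterion met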;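 note: higher luciferase means less miR-122 activity so hits act as miR-122 inhibitors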
# * marks the source's active call; other numbers are inactive results; u = inconclusive; x = no result given; [ ] = another dose, or the depositor's remark.
SMILES,Cneo AK release,LGR2 inh,CASP6 VEID inh,FN deposit inh,PGC1a acetyl inh,EWS-Fli block,PAX8 reporter,miR-122 sensor
COc1ccc(S(=O)(=O)Nc2ccc3c(c2)CC(=O)N([C@H](C)CO)C[C@@H](C)[C@@H](CN(C)C(=O)Nc2ccc4c(c2)OCO4)O3)cc1,0.4,7.4,-0.9,x,-8.7,-4.5,-17.1,6.7[16.7 µM]
CCn1c(C)[n+](CC)c2ccc(S(=O)(=O)N(C)C)cc21,0.3,-1.2,1.3,3.7,9.8,-0.9,18.3,-5.7
O=C(Nc1cccn(Cc2c(F)cccc2Cl)c1=O)NC1CCCCC1,x,12.0,9.9,11.8,-6.8,u,22.9,x
CCC(=O)N1CC(=O)N2[C@H](CO)[C@H](c3ccc(C#CCC(C)C)cc3)[C@H]2C1,x,-5.1,-2.2,-1.7,-3.1,-3.9,-12.4,x
COCC1CCCN(Cc2nc(C(c3ccccc3)c3ccccc3)no2)C1 (stereo unspecified),-1.7,14.6,0.8,-4.9,-6.0,9.1,13.8,-1.2
CN1C(=O)c2cc(NC(=O)NC3CCCC3)ccc2OC[C@@H]2O[C@@H](CC(=O)NC3CCC3)CC[C@@H]21,-0.7,7.2,2.8,-0.2,-4.1,-8.1,-8.9,3.1[16.7 µM]
Cc1noc(C)c1S(=O)(=O)N(C)C[C@@H]1Oc2ccc(NC(=O)CCCCCC(=O)Nc3ccccc3N)cc2CC(=O)N([C@@H](C)CO)C[C@@H]1C,x,-13.6,0.1,-2.7,-2.9,-4.0,-16.6,x
Cc1nc(SCC(=O)NC2CCS(=O)(=O)C2)c(C#N)c(C)c1C (stereo unspecified),7.7,6.9,-3.4,0.7,7.2,-10.6,-1.0,53.8
CN(CCNC(=O)c1cn(C)c2ccc(S(=O)(=O)N(C)C)cc2c1=O)CCc1ccccc1,1.9,3.4,-7.2,15.2,-1.0,-2.6,2.7,-6.4
CCCCN1C(=O)C(CC(=O)NCCCCc2ccccc2)CC(C(=O)N(C(C)C)C(C)C)=C1C (stereo unspecified),-0.9,-2.9,3.2,0.3,x,6.9,17.8,2.0
O=C(Nc1cc(Cl)ccc1-n1cncn1)C1CC1,0.1,-3.6,0.4,15.5,1.8,9.4,36.7,3.5
COc1ccc(NC(=O)N2CC3(C2)CN(C(C)=O)[C@@H](CO)c2[nH]c4cc(OC)ccc4c23)cc1,x,-2.8,4.5,-4.2,4.4,-0.4,x,x
COc1ccc(S(=O)(=O)N(C)C[C@@H]2Oc3ccc(NC(=O)Cc4cn(C)c5ccccc45)cc3C(=O)N([C@@H](C)CO)C[C@H]2C)cc1,-19.4,22.0,-4.9,-2.7,-2.4,3.5,x,23.5[16.7 µM]
O=C(O)C(Oc1ccc2c(c1)oc(=O)c1ccccc12)c1ccccc1 (stereo unspecified),1.3,4.9,8.0,-1.9,18.9,6.9,10.6,1.4
COc1ccc(NC(=O)N[C@@H]2CC[C@@H](CCn3cc(-c4ccccn4)nn3)O[C@H]2CO)cc1,1.3,5.2,-5.4,-23.0,0.7,-1.7,-4.5,2.8[16.7 µM]
C[C@@H]1CN([C@H](C)CO)S(=O)(=O)c2ccc(-c3cccc(F)c3)cc2O[C@H]1CN(C)S(=O)(=O)c1ccc(F)cc1,-1.4,22.9,0.3,8.3,-19.4,1.5,x,-8.5[16.7 µM]
O=C(Nc1ccccn1)C1CCN(C(=O)c2ccc(Cl)cc2)CC1,-0.6,-2.9,-3.0,-8.7,x,1.3,2.2,-3.7
O=C(CSc1nnc(-c2ccccc2O)o1)NC1CCCCC1,2.0,1.9,-2.9,-2.5,-8.9,4.1,-5.1,-3.0
COC(=O)C[C@H]1CC[C@@H]2[C@H](COc3ccc(NC(=O)c4ccc(OC)cc4)cc3C(=O)N2C)O1,-5.7,7.2,0.6,11.0,1.0,-86.0,-6.7,-16.7[16.7 µM]
O=C(/C=C/c1ccccc1)N(Cc1ccc(Cl)cc1)C1CCS(=O)(=O)C1 (stereo unspecified),1.0,16.2,6.6,4.4,2.5,11.5,6.9,-1.6
COc1ccccc1-n1ccnc(SCC(=O)NCc2ccccc2)c1=O,-2.7,1.2,-0.1,-0.7,-1.9,2.6,-12.7,-3.4
Cc1ccc(Oc2ccccc2NC(=O)CN2C(=O)NC3(CCCC3)C2=O)cc1,-0.7,19.0,1.0,x,1.6,x,11.1,x
Cc1ccc(S(=O)(=O)Nc2ccc3c(c2)C(=O)N([C@@H](C)CO)C[C@H](C)[C@H](CN(C)Cc2ccc(C(=O)O)cc2)OCCCC[C@@H](C)O3)cc1,13.6,-4.4,2.0,-4.6,7.8,-6.4,3.4,2.0[16.7 µM]
C[C@@H]1CN([C@@H](C)CO)C(=O)c2cc(NC(=O)Nc3ccc(F)cc3)ccc2O[C@@H](C)CCCCO[C@H]1CN(C)Cc1ccncc1,0.0,-5.0,x,2.5,1.9,2.2,-10.4,-1.9[16.7 µM]
C=C1C(=O)OC2CC1C(OC(C)=O)CC(C)=CCCC(C)=CCCC2(C)O (stereo unspecified),-0.6,x,6.3,x,9.1,38.4,x,-15.3
Cc1noc(C)c1NC(=O)N(C)C[C@H]1OCCCC[C@@H](C)Oc2ccc(N(C)C)cc2C(=O)N([C@H](C)CO)C[C@@H]1C,2.8,28.0,-2.0,x,-0.1,-6.7,-12.6,7.9[16.7 µM]
CCc1nc2ccc(C(=O)NCCCN3CCCC3=O)cn2c1N(C)C(=O)COc1ccccc1,-0.7,-15.0,x,-2.1,-24.5,-4.2,-1.8,-3.1
CCOC(=O)c1ccc(NC(=O)c2nc[nH]c2C(=O)N2CCN(C(=O)OC(C)(C)C)CC2)cc1,x,4.6,1.0,-12.2,x,-10.4,-12.2,x
O=[N+]([O-])c1ccc(N2CCN(C(=S)Nc3ccc(F)cc3F)CC2)cc1,-0.5,23.9,-3.5,0.1,x,-0.5,24.5,x
COc1c2c(cc3c1C(CC(O)Cc1ccccc1)N(C)CC3)OCO2 (stereo unspecified),2.0,-2.3,-8.6,1.2,7.6,4.9,8.0,1.8
COc1ccc(NC(=O)N2CCCCN3[C@H](C2)[C@H](c2ccc(-c4ccccc4F)cc2)[C@@H]3CO)cc1,-0.6,6.8,3.2,13.5,-19.5,11.2,6.6,0.7[16.7 µM]
COc1cc(NC(=O)C2CC(=O)NC3=C2C(=O)CCC3)c(OC)cc1Cl (stereo unspecified),-6.7,5.9,-5.9,x,9.6,11.1,x,-0.9
NS(=O)(=O)c1ccc(CCNC(=O)c2ccc(Cl)s2)cc1,2.3,-15.3,2.0,0.2,-2.8,x,19.5,-6.9
CC(=O)Nc1ccc(C(=O)OCC(=O)N2CCCC2=O)cc1,0.6,10.8,-1.0,6.8,-6.0,-2.7,-0.4,0.6
O=C(CSc1cccc[n+]1[O-])Nc1cc(Cl)ccc1[N+](=O)[O-],x,15.1,-0.6,6.8,x,-11.6,3.2,x
Cc1ccccc1NCc1ccc([N+](=O)[O-])s1,3.0,5.5,5.0,-4.1,-21.2,14.9,14.9,5.2
Cn1c(NCCN2CCCC2)nc2cc(-c3ccccc3)sc2c1=O,6.1,-25.8,-5.6,x,-31.5,-19.0,-44.4,-10.0
O=C1Oc2ccccc2C2(O)C3CCCCCC3C12 (stereo unspecified),-1.7,-20.4,x,x,-4.0,x,x,6.2
CC(C)(C)NC(=O)NC(=O)COC(=O)CNS(=O)(=O)/C=C/c1ccccc1,-0.6,-4.3,4.8,-11.9,3.1,-1.5,-4.7,-0.5
CCCNC(=O)N1C[C@@H]2[C@H](c3ccccc31)[C@H](CO)N2C(=O)Nc1ccc(F)cc1,47.2,-9.0,-0.7,-1.4,0.5,-2.0,-2.4,60.0[16.7 µM]
O=C(CCN1CCCCC1)NCC[C@@H]1CC[C@H](NS(=O)(=O)c2cccc(F)c2)[C@@H](CO)O1,56.1,10.1,-14.1,2.2,-14.1,-7.9,-5.1,x
O=C(Nc1ccc(-n2cccc2)cc1)C1CC1,x,-26.3,3.8,-2.4,-7.5,-36.4,-24.0,0.0
COc1ccc(N(CC(=O)NC2CC2)S(=O)(=O)c2ccccc2)cc1,5.5,-12.7,-2.0,1.1,x,-6.3,-4.1,-3.4
C[C@H](NC(=O)c1ccccc1Cl)C(=O)OCCOc1ccc(Cl)cc1,1.6,0.0,-0.4,-2.8,2.9,-7.1,-4.4,-28.0
CC1(C(=O)O)CCN1C(=O)/C=C/c1ccccc1 (stereo unspecified),2.8,-3.5,2.8,x,5.0,-0.9,4.5,-3.4
Cc1ccc(C(=O)NCCn2cc(SCC(=O)N3CCOCC3)c3ccccc32)cc1,3.3,1.1,-0.1,-3.8,-11.7,-24.7,-57.5,-5.3
Cc1cc(C)nc(/N=C(\N)N2CCc3ccccc32)n1,12.9,-28.4,-1.8,11.3,-7.0,-54.7,-74.9,-4.2
O=C(COc1ccc([N+](=O)[O-])cc1Cl)N1CCOCC1,-0.2,25.3,-1.0,1.7,x,-3.7,-2.8,x
O=S(=O)(Nc1ccc(Cl)cc1)c1ccc2c(c1)CCO2,1.8,17.3,2.3,-4.0,-2.4,-11.7,11.8,122.6*
CSc1ccccc1NC(=O)Nc1cccc(Cl)c1,-3.4,-43.7,-6.1,x,0.8,-59.9,x,2.0
COC(=O)c1ccc(Cn2cnc3c(N)ncnc32)cc1,0.5,14.8,-0.4,-5.8,-4.5,-15.6,-19.7,-9.8
COc1ccc(N2CC(C(=O)OCC(=O)Nc3cc(C)on3)CC2=O)cc1 (stereo unspecified),-0.7,10.5,3.2,-5.9,-7.4,-12.0,-4.0,-4.6

# Exported field by field: part of the list above.
Cc1cc(C)nc(/N=C(\N)N2CCc3ccccc32)n1
  Cneo AK release = 12.9; LGR2 inh = -28.4; CASP6 VEID inh = -1.8; FN deposit inh = 11.3; PGC1a acetyl inh = -7.0; EWS-Fli block = -54.7; PAX8 reporter = -74.9; miR-122 sensor = -4.2
O=C(COc1ccc([N+](=O)[O-])cc1Cl)N1CCOCC1
  Cneo AK release = -0.2; LGR2 inh = 25.3; CASP6 VEID inh = -1.0; FN deposit inh = 1.7; PGC1a acetyl inh = x; EWS-Fli block = -3.7; PAX8 reporter = -2.8; miR-122 sensor = x
O=S(=O)(Nc1ccc(Cl)cc1)c1ccc2c(c1)CCO2
  Cneo AK release = 1.8; LGR2 inh = 17.3; CASP6 VEID inh = 2.3; FN deposit inh = -4.0; PGC1a acetyl inh = -2.4; EWS-Fli block = -11.7; PAX8 reporter = 11.8; miR-122 sensor = 122.6*
CSc1ccccc1NC(=O)Nc1cccc(Cl)c1
  Cneo AK release = -3.4; LGR2 inh = -43.7; CASP6 VEID inh = -6.1; FN deposit inh = x; PGC1a acetyl inh = 0.8; EWS-Fli block = -59.9; PAX8 reporter = x; miR-122 sensor = 2.0
